Screening data (PubChem BioAssay)
G6PDH counter – L. mesenteroides G6PDH inhibition counter-screen; AID 1020; 0.12% of 200,000 active; Purified L. mesenteroides G6PDH, diaphorase/resazurin coupled fluorescence, 45 min; inhibition, % at 5 µM; in the data active = inhibition above about 50%
TNAP inh hiacc – blocks human TNAP under high phosphate acceptor concentration | 0.03% of 200,000 active | inhibition, % at 20 µM | purified TNAP, CDP-star luminescence, 1 M DEA | P05186;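 active = over 50% inhibition of tissue-nonspecific alkaline phosphatase at 20 µM in the single-dose screen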;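 also: plate controls were DMSO wells for no effect and EDTA-quenched wells as full inhibition for full effect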
PMI act – activators of human phosphomannose isomerase; purified human PMI, coupled resazurin fluorescence, 20 min; active compounds read high; 1 = vehicle control, 0 substrate-free wells; activation factor at 20 µM; 0.005% of 190,000 active;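 active = activation factor of 2 or more at 20 µM, relative to plate controls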
HMGR II inh – blocks class II HMG-CoA reductase of Enterococcus faecalis | purified E. faecalis HMGR, NADPH absorbance 340 nm kinetic | inhibition, % at 10 µM | 0.41% of 190,000 active | AID 1066;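 active = inhibition above a set limit, the median over all tested compounds plus 3 SD, cut at about 9.5% in these data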;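 also: enzyme runs in reverse so mevalonate oxidation gives rising NADPH absorbance; 0% = complete reaction with DMSO and 100% = background rate lacking mevalonate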
TNAP act hiacc – TNAP (human) activation, high acceptor; P05186; purified TNAP, CDP-star luminescence, 1 M DEA, 30 min; active compounds read high; 0 = EDTA background, 1 = DMSO-only activity; activation factor at 20 µM; 200,000 tested, under 10 active; AID 1136;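 active = activation factor at least 2 at 20 µM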
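Assay system: human TNAP; Input: enzyme diluted 1/800 final; Reagent: CDP-star luminogenic substrate at 100 µM final; Timing: 30 min, room temperature; Signal: luminescence; Evaluation: TNAP activation factor scaled between EDTA and DMSO control wells.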
Diaphorase inh – counter-screen for diaphorase-based assays: diaphorase inhibitors and chemical oxidizers; diaphorase resazurin-to-resorufin fluorescence, NADH, 16 min; bacterial (C. kluyveri) enzyme, not human; inhibition, % at 20 µM; 0.69% of 190,000 active; AID 1217;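 active = primary screen inhibition at 20 µM above a set limit, cut at about 50% in these data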;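 also: plate controls were DMSO with full reaction for no effect and wells lacking NADH for full effect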
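Assay system – diaphorase enzyme from Clostridium kluyveri · Amount – diaphorase 0.14 U/mL (working solution) · Times – reaction incubation of 16 min at room temperature · Controls – No-NADH positive control and DMSO neutral control · Signal – resorufin fluorescence 544/590 nm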
Diaph act CS – activates diaphorase or chemically reduces, flagging diaphorase assay artifacts; 0.005% of 190,000 active; activation factor at 20 µM; AID 1229; Diaphorase/resazurin coupled assay, resorufin fluorescence, 16 min; active compounds read high; 1 = vehicle wells, 0 = NADH-free wells;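 active = diaphorase activity raised at least twofold by the compound at 20 µM; inactive = activation factor below 2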
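Assay system: Purified diaphorase enzyme from Clostridium kluyveri | Amount: Enzyme 0.07 U/mL final | Dosing: Compound 20 µM once, DMSO 1% | Timing: 16 min reaction at room temperature | Detection: Fluorescence, excitation 544 nm and emission 590 nm | Evaluation: Higher resorufin formation from activation or reduction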
TNAP inh no acc – TNAP (human) inhibition, acceptor-free conditions | purified TNAP, CDP-star luminescence, 30 min | P05186 | 0.26% of 200,000 active | inhibition, % at 20 µM;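 active = tissue-nonspecific alkaline phosphatase inhibition above about 50% at 20 µM in the single-dose screen, limit read from the data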;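 also: 0% = DMSO negative control and 100% = EDTA positive control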
FLuc act counter – firefly luciferase counter-screen for stimulation assays; activation factor at 10 µM; ATPlite luciferase biochemical, luminescence, 10 min; 0 = ATP-free wells, 1 = DMSO control; 200,000 tested, under 10 active; P08659;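 active = luciferase activation factor, scaled between plate controls, of at least 2 with compound at 10 µM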
Target sequence (P08659 whole entry, looked up): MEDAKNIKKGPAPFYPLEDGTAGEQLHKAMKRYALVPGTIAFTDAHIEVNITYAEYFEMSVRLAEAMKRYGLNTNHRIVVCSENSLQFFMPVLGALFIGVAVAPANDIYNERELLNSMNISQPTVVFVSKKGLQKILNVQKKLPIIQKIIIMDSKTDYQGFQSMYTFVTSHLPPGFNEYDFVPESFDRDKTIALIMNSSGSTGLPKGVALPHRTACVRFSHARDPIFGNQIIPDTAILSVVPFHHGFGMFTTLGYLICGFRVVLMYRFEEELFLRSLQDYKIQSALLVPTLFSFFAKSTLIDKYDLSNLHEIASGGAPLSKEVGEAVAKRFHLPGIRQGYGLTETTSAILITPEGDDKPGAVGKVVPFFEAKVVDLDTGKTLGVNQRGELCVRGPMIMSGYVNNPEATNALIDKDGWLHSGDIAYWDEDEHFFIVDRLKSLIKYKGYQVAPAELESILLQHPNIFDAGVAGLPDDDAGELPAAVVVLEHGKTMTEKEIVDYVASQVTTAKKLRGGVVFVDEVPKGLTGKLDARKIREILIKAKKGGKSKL
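assay system = Luciferase/luciferin detection reagent, cell-free biochemical luciferase assay | also added = ATP substrate | times = 10 min post-reagent at room temperature | measured by = luminescence from luciferase reaction | measure = luciferase activation, seen as luminescence increase over controls | benchmarks = low control with PBS replacing ATP, high control enzyme plus ATP without compound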
PMI act satM6P – increases human PMI activity with near-saturating mannose 6-phosphate; P34949; coupled PMI enzyme assay, resazurin fluorescence, 20 min; active compounds read high; 1 = untreated enzyme, 0 = substrate-free blank; activation factor at 20 µM; 0.34% of 190,000 active; AID 1216;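 active = activation factor of 2 or more at 20 µM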
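test system = human PMI in coupled enzyme assay | medium = HEPES-buffered pH 7.4 with magnesium and detergent | also added = 1.0 mM mannose-6-phosphate substrate with 0.22 mM NADP+ | compound = 20 µM single dose | times = 20 min incubation at room temperature | measured by = resorufin fluorescence (Ex 544/Em 590 nm) from resazurin via diaphorase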
An asterisk follows results filed as active.

Letters: A = G6PDH counter; B = TNAP inh hiacc; C = PMI act; D = HMGR II inh; E = TNAP act hiacc; F = Diaphorase inh; G = Diaph act CS; H = TNAP inh no acc; I = FLuc act counter; J = PMI act satM6P
COc1ccc(CC(=O)NC(C)c2nnc(SCC(=O)Nc3cc(C)ccc3OC)n2C)cc1 (stereo unspecified)
  A = 10	B = 0	C = 1	D = 0	E = 1	F = 2	G = 1	H = -4	I = 1	J = 1.1
Cc1ccc(SCc2cc(=O)[nH]c(/N=C(\N)Nc3cccc4ccccc34)n2)cc1
  A = 4	B = 3	C = 0.8	D = -2	E = 1	F = 6	G = 0.9	H = -20	I = 1	J = 0.9
O=C(c1ccc([N+](=O)[O-])c(CS(=O)(=O)c2ccc(Cl)cc2)c1)N1CCCCC1
  A = 12	B = -6	C = 1	D = -1	E = 1.1	F = 15	G = 0.8	H = -11	I = 1	J = 0.9
O=C(/C=C/c1cccc(O)c1)c1cccnc1
  A = 1	B = -2	C = 1.2	D = -5	E = 1	F = 4	G = 1	H = -5	I = 0.9	J = 1.1
C=CCc1cccc(/C=N/c2ncn[nH]2)c1O
  A = 2	B = -4	C = 0.9	D = 2	E = 1	F = 11	G = 0.9	H = -9	I = 1	J = 0.9
C=CCNC(=O)CC1Nc2c3ccccc3nc(=S)n2C1=O (stereo unspecified)
  A = -1	B = 0	C = 1.1	D = 3	E = 1	F = 30	G = 0.7	H = -8	I = 1	J = 1.1
CCOc1ccc(NC(=O)Nc2ccc3c(c2)N(C)C(=O)CS3)cc1
  A = 4	B = 2	C = 0.9	D = -9	E = 1	F = 9	G = 0.9	H = 20	I = 0.9	J = 1
CCOC(=O)C1ON2CCCCC2C1(O)C(F)(F)F (stereo unspecified)
  A = 4	B = -1	C = 1.2	D = -1	E = 1	F = 1	G = 1	H = -11	I = 1	J = 1
CC(=N[C@@H]1CCCC[C@H]1N=C(C)c1ccccc1O)c1ccccc1O
  A = 12	B = -1	C = 0.7	D = -1	E = 1	F = 16	G = 0.8	H = -19	I = 1	J = 0.7
O=C(CCS(=O)(=O)Cc1ccccc1F)NCCCN1CCCCC1
  A = 11	B = -3	C = 0.9	D = -2	E = 1	F = -1	G = 1	H = -6	I = 1	J = 0.9
O=C(NCCn1ccc2ccccc21)c1cccc([N+](=O)[O-])c1
  A = 6	B = 5	C = 0.9	D = -2	E = 0.9	F = 14	G = 0.9	H = -6	I = 1	J = 0.9
Cc1cc(N2C(=O)C=CC2=O)c([N+](=O)[O-])cc1C
  A = 6	B = -5	C = 1.2	D = -3	E = 1	F = 20	G = 0.8	H = -9	I = 0.9	J = 1.6
Fc1ccc(CSc2ccc3nnc(-c4cccnc4)n3n2)cc1
  A = -10	B = -2	C = 1.2	D = -1	E = 1	F = 13	G = 0.9	H = -12	I = 1	J = 1.1
Cc1cc(C)n2nc(SCC(=O)c3c(N)n(CC(C)C)c(=O)n(C)c3=O)nc2n1
  A = 8	B = -2	C = 1	D = -2	E = 1	F = 10	G = 0.9	H = -1	I = 1	J = 1
Cc1cnc(NC(=O)CSc2nnc(C)s2)s1
  A = 1	B = 1	C = 0.9	D = 3	E = 1	F = 12	G = 0.9	H = -4	I = 1	J = 1
O=C1c2ccccc2C(=O)N1c1ccccc1S(=O)C(F)(F)F (stereo unspecified)
  A = -1	B = -10	C = 1	D = -2	E = 1.1	F = 17	G = 0.8	H = -15	I = 1.1	J = 1
O=C(CCC(=O)OCCCC(F)(F)C(F)(F)F)Nc1ccc(Cl)cc1Cl
  A = 4	B = 1	C = 1	D = -1	E = 1	F = 3	G = 1	H = -12	I = 1	J = 1
CCN(CC)S(=O)(=O)c1ccc2c(c1)nc(CCC(=O)OCC(=O)N1CCc3ccccc31)n2C
  A = 13	B = 0	C = 0.9	D = -9	E = 1	F = 14	G = 0.9	H = -7	I = 1	J = 0.9
O=C(Nc1nc(-c2cc3ccccc3oc2=O)cs1)c1ccc(Br)o1
  A = -44	B = 0	C = 0.9	D = -2	E = 1	F = -8	G = 1.1	H = -6	I = 1	J = 0.9
COc1ccc(/C(C)=N/NC(=O)c2ccc(N(C)C)cc2)cc1
  A = -3	B = -8	C = 0.9	D = -5	E = 1.1	F = 11	G = 0.9	H = -12	I = 1	J = 1

A draw from above in order of SMILES length, largest number first.
Letters: A = G6PDH counter; B = TNAP inh hiacc; C = PMI act; D = HMGR II inh; E = TNAP act hiacc; F = Diaphorase inh; G = Diaph act CS; H = TNAP inh no acc; I = FLuc act counter; J = PMI act satM6P
CCN(CC)S(=O)(=O)c1ccc2c(c1)nc(CCC(=O)OCC(=O)N1CCc3ccccc31)n2C
  A = 13	B = 0	C = 0.9	D = -9	E = 1	F = 14	G = 0.9	H = -7	I = 1	J = 0.9
Cc1cc(C)n2nc(SCC(=O)c3c(N)n(CC(C)C)c(=O)n(C)c3=O)nc2n1
  A = 8	B = -2	C = 1	D = -2	E = 1	F = 10	G = 0.9	H = -1	I = 1	J = 1
Cc1ccc(SCc2cc(=O)[nH]c(/N=C(\N)Nc3cccc4ccccc34)n2)cc1
  A = 4	B = 3	C = 0.8	D = -2	E = 1	F = 6	G = 0.9	H = -20	I = 1	J = 0.9
CC(=N[C@@H]1CCCC[C@H]1N=C(C)c1ccccc1O)c1ccccc1O
  A = 12	B = -1	C = 0.7	D = -1	E = 1	F = 16	G = 0.8	H = -19	I = 1	J = 0.7
O=C(NCCn1ccc2ccccc21)c1cccc([N+](=O)[O-])c1
  A = 6	B = 5	C = 0.9	D = -2	E = 0.9	F = 14	G = 0.9	H = -6	I = 1	J = 0.9
O=C1c2ccccc2C(=O)N1c1ccccc1S(=O)C(F)(F)F (stereo unspecified)
  A = -1	B = -10	C = 1	D = -2	E = 1.1	F = 17	G = 0.8	H = -15	I = 1.1	J = 1
O=C(CCS(=O)(=O)Cc1ccccc1F)NCCCN1CCCCC1
  A = 11	B = -3	C = 0.9	D = -2	E = 1	F = -1	G = 1	H = -6	I = 1	J = 0.9
CCOC(=O)C1ON2CCCCC2C1(O)C(F)(F)F (stereo unspecified)
  A = 4	B = -1	C = 1.2	D = -1	E = 1	F = 1	G = 1	H = -11	I = 1	J = 1
Cc1cnc(NC(=O)CSc2nnc(C)s2)s1
  A = 1	B = 1	C = 0.9	D = 3	E = 1	F = 12	G = 0.9	H = -4	I = 1	J = 1

2 entries from above, with values under each structure:
The line under a structure holds: G6PDH counter | TNAP inh hiacc | PMI act | HMGR II inh | TNAP act hiacc | Diaphorase inh | Diaph act CS | TNAP inh no acc | FLuc act counter | PMI act satM6P
CC(=N[C@@H]1CCCC[C@H]1N=C(C)c1ccccc1O)c1ccccc1O
  12 | -1 | 0.7 | -1 | 1 | 16 | 0.8 | -19 | 1 | 0.7
O=C(CCS(=O)(=O)Cc1ccccc1F)NCCCN1CCCCC1
  11 | -3 | 0.9 | -2 | 1 | -1 | 1 | -6 | 1 | 0.9
